CHX counter = counter-screen for Shiga toxin inhibitors: cycloheximide protein synthesis inhibition; cell reporter, cycloheximide protein synthesis inhibition counterscreen; hit rate 12% among 300,000; max response, %; in the data active means max response mostly above about 13%, no sharp cut-off; inactive means mostly below about 14%; further: read at 38.3 µM for the half of the compounds with a filed dose; 0% is about no effect
LmPK inhibitor = blocks Leishmania mexicana pyruvate kinase activity | AID 1721 | Q27686 | Potency, µM (top dose mostly 57.5 µM), inactives show at the highest dose activity change, negative = inhibition, most hits filed as inhibitors | purified LmPK, Kinase-Glo ATP luminescence, 1 h | hit rate 0.37% among 290,000; further: potency means the concentration at half of the fitted maximal effect; on the % scale 0 is the no-effect control and ±100 the full control effect
Target sequence (Q27686 whole entry, looked up): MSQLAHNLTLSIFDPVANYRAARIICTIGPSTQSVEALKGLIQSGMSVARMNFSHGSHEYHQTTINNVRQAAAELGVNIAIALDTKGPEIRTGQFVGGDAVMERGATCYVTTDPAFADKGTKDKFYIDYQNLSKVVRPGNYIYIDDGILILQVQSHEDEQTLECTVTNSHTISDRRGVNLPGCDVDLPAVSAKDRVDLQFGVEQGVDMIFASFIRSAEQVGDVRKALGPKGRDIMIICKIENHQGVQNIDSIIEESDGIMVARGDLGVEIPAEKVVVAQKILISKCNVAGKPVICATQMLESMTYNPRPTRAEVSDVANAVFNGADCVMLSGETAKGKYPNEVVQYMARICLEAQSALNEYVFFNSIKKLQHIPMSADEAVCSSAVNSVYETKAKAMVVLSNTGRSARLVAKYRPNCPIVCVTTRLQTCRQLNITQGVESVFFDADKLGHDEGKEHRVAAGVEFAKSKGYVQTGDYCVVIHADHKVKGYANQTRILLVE
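Pyruvate kinase activity monitored as ATP production (luciferase luminescence). Conditions: 0.1 nM enzyme, 0.5 mM PEP, 0.1 mM ADP, 1 h, RT; normalized against uninhibited and no-enzyme wells.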
AMA1 RON2 block = AMA1-RON2 (P. falciparum) interaction inhibition | Potency, µM (series often up to 58.2 µM), inactives show top-dose activity change, negative = inhibition, usual class: inhibitors | hit rate 0.2% among 360,000 | AlphaScreen AMA1-biotinylated RON2 peptide binding;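 further: potency means the concentration at half of the fitted maximal effect; 0% = vehicle wells and -100% = peptide control; nearly all actives have a fitted effect of over 45% in size; some results filed as inactive show a strong effect at the top dose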
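AMA1 (3D7) with his tag at 25 nM final met compounds first, then biotinylated RON2 peptide at 25 nM; detection used donor plus acceptor beads, 10 µg/mL apiece, read by AlphaScreen after 30 min at room temperature.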
Tb PYK inh = T. brucei pyruvate kinase inhibition; TbPYK enzyme, Kinase-Glo Plus ATP luminescence, 45 min; Potency, µM (top dose mostly 76.8 µM), for the others: at the highest dose activity, negative = inhibition, actives largely listed as inhibitors; hit rate 0.12% among 410,000; AID 624173; further: potency means the concentration at half of the fitted maximal effect; on the % scale 0 is the no-effect control and ±100 the full control effect; nearly all actives have a fitted effect of over 50% in size
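Readout: single end-point luminescence (Kinase-Glo Plus, 10 min). Reaction conditions were TbPYK/substrate plus 130 uM ADP, 45 min at RT, pH 7.2 TEA buffer. No-enzyme wells served as controls, and data were normalized before concentration-response fitting.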
Shiga inhibitor = inhibitors of Shiga toxin in Vero cells. Vero cells, Shiga toxin protein synthesis inhibition reporter. inhibition, % at 38.7 µM. hit rate 9.2% among 290,000; in the data active means inhibition mostly above about 28%, no sharp cut-off; inactive means mostly below about 43%; further: 0% is about no effect
Pf growth 96h = P. falciparum growth inhibition at 96 hour, primary screen for plastid delayed-death inhibitors; AID 504834; hit rate 6.9% among 320,000; Potency, µM (series often up to 28.7 µM), for the others: top-dose activity change, negative = inhibition, hits mostly inhibitors; P. falciparum luciferase reporter growth, 96 h; further: potency means the concentration at half of the fitted maximal effect; on the % scale 0 is the no-effect control and ±100 the full control effect
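P. falciparum expressing integrated firefly luciferase grown in erythrocytes (2% hematocrit, 0.05% parasitemia final) with compounds for 96 hours at 37 C, 5% CO2. Growth inhibition read as loss of luminescence after adding luciferase detection reagent.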
Pf growth 48h = P. falciparum growth inhibition at 48 hours (one generation) | Potency, µM (titrated, usually from 28.7 µM), inactives show at the top dose activity change, negative = inhibition, actives largely listed as inhibitors | P. falciparum luciferase growth in erythrocytes, 48 h | hit rate 5.9% among 310,000 | AID 504832; further: potency means the concentration at half of the fitted maximal effect; on the % scale 0 is the no-effect control and ±100 the full control effect
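Here the parasites carry a stable luciferase gene and grow inside erythrocytes in Albumax-based RPMI medium with compound for one erythrocytic cycle. Activity is scored as loss of luminescent signal.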
Starred values were filed as active, the others as inactive; ? = inconclusive; nt = no result given; & = joins results of further samples; [ ] = another dose, or the depositor's remark. Unless noted, the call rests on the fitted dose curve; in most records, active means well fitted curve in the direction sought with a large enough effect; inconclusive means small, poorly fitted or top-dose-only effect, or another doubt; inactive means no such curve, though single readings can be large; an effect the other way counts as inactive or inconclusive.

1. CC(c1ccccc1)N1C(=O)C2C3CCC(C3)C2C1=O (configuration not stated)
2. COc1cc2c(cc1OC)C(c1ccc(-c3ccc(Cl)cc3Cl)o1)=NCC2
3. C=C1CCC2[C@](C)(CO)[C@H](O)CC[C@@]2(C)[C@@H]1/C=C/C1=CCOC1=O (some centres not stated)
4. CC(C)NC(=O)Cn1c(=O)n(CC(=O)N2CCCCC2)c(=O)c2sccc21
5. CCOC(=O)C1CCN(S(=O)(=O)c2ccc3c(c2)CC(=O)N3C)CC1
6. N#C/C(=C\c1ccc(Br)s1)C(=O)N1CCN(c2ccccc2)CC1
7. COc1ccc(-c2nnc(SCC(=O)N3CCCC(C)C3)o2)c(OC)c1 (configuration not stated)
8. O=C(c1ccccc1)c1cc2c(cc1[N+](=O)[O-])OCCO2
9. COc1cccc(COc2ccc3ccc(=O)oc3c2)c1
10. O=C(O)c1nc(NCCc2ccccc2)ncc1Cl

compound no.	1	2	3	4	5	6	7	8	9	10
CHX counter	-1	-3	nt	-2	-3	-5	-1	12*	35*	1
LmPK inhibitor	1%	2%	nt	-6%	0%	1%	0%	2%	-8%	0%
AMA1 RON2 block	-6%	-15%	2%	-2%	-12%	-5%	2%	-9%	-7%	?
Tb PYK inh	-7%	-7%	4%	2%	-6%	-3%	0%	7%	-3%	-8%
Shiga inhibitor	-5	-14	nt	6	-7	-17	22	16	65*	-7
Pf growth 96h	?	?	1%	30%	-6%	2%	nt	-6%	163%[activator]	22%
Pf growth 48h	32%[activator]	?	1%	10%	2.1µM*	-5%	?	-7%	139%[activator]	28%

11. CCn1c(=O)cc(OCC(=O)Nc2cccnc2)c2ccccc21
12. CC1(C)CCC(NC(=O)[C@@H](N)CCC(=O)O)CC1
13. CC(C)c1ccc(C2CC(=O)N3CN(Cc4ccco4)CSC3=C2C#N)cc1 (configuration not stated)
14. CSc1cccc(NC(=O)Nc2ccccc2C(N)=O)c1
15. CCC(c1nnnn1CCc1ccccc1)N(Cc1ccco1)Cc1cc2cc(C)cc(C)c2[nH]c1=O (configuration not stated)
16. CC(=O)N1c2c(cc(Br)cc2S(=O)(=O)NCc2cccnc2)CC1C (configuration not stated)
17. O=C(Nc1ccc(N2CCN(Cc3ccccc3F)CC2)cc1)c1ccccc1[N+](=O)[O-]
18. COc1ccc(NC(C)=O)cc1NC(=O)c1cccc(S(=O)(=O)N2CCN(Cc3ccccc3)CC2)c1
19. Brc1cnc(N2CCOCC2)nc1N1CCCCC1
20. O=C(CSc1nnc(-c2ccncc2)n1CCc1ccccc1)NCc1ccccc1

compound no.	11	12	13	14	15	16	17	18	19	20
CHX counter	9	nt	-10	47*	-2	3	0	nt	-3	-3
LmPK inhibitor	2%	nt	0%	-23%	2%	-2%	-1%	nt	0%	-2%
AMA1 RON2 block	-12%	nt	10%	6%	-11%	-9%	-10%	-5%	2%	15%
Tb PYK inh	-1%	-3%	?	3%	-2%	-1%	6%	-3%	8%	1%
Shiga inhibitor	-12	nt	-5	39*	-13	-5	-10	nt	-10	6
Pf growth 96h	49%[activator]	3%	?	?	-19%	21%	191%[activator]	3.7µM*	nt	?
Pf growth 48h	-23%	3%	?	?	12µM*	9%	-26%	?	-5%	?

21. O=C1C(c2ccccc2)=[N+]([O-])c2ccccc21
22. C=COCCNC(=O)C(=O)NC(C)C
23. O=C(NC1CCc2ccccc21)c1cc(COc2ccc(F)cc2F)on1 (configuration not stated)
24. O=C(COc1ccc(C(=S)N2CCOCC2)cc1)N1CCCC1
25. COc1ccc(N2CC(C)Cn3c2nc2c3c(=O)[nH]c(=O)n2C)cc1 (configuration not stated)
26. CCCn1c(N)c(C(=S)NC(=O)C2CC2)c(=O)n(C)c1=O
27. Cn1c(Cn2c(=O)sc3ccccc32)nnc1SCC(=O)Nc1ccccc1
28. CC(C)C1Cc2c(sc3c2c(=O)n(Cc2ccccc2)c2nncn32)CO1 (configuration not stated)
29. COc1ccc([N+](=O)[O-])cc1NC(=O)C(C)N1CCN(C(=O)c2ccco2)CC1 (configuration not stated)
30. CC(C)c1ccc(CNc2cc(N3CCCC3)ccc2[N+](=O)[O-])cc1

compound no.	21	22	23	24	25	26	27	28	29	30
CHX counter	nt	0	-3	1	-5	-2	-2	6	-2	14
LmPK inhibitor	nt	0%	6%	-6%	-4%	-3%	15%	-1%	0%	0%
AMA1 RON2 block	13µM*	8%	0%	10%	-6%	74%[activator]	9%	0%	0%	-9%
Tb PYK inh	0%	-26%	3%	-3%	-3%	4%	-8%	-18%	1%	1%
Shiga inhibitor	nt	-8	29	3	-5	-10	17	-14	23	-9
Pf growth 96h	0.37µM*	28%	0%	14%	17%	7%	46%[activator]	nt	?	?
Pf growth 48h	0.66µM*	7%	30%[activator]	-1%	1%	-1%	2%	?	-18%	3%

31. CCOc1ccc(-n2c(SCC(=O)Nc3cc(C)on3)nc3c([nH]c4ccccc43)c2=O)cc1
32. CCC(=O)Nc1cccc(Oc2nc(C)cc(C)c2C#N)c1
33. O=C1/C(=C\c2ccncc2)SC(=S)N1C1CCCCC1
34. Cc1cc(O)ccc1NC(=O)CCN1C(=O)c2ccc([N+](=O)[O-])cc2C1=O
35. COc1ccc(-c2csc(NC(=O)c3ccc(OCC(=O)N4CCOCC4)c(OC)c3)n2)cc1OC
36. CC(C)C[C@H](NC(=O)NC1CCCc2ccccc21)C(=O)O (some centres not stated)
37. CC(=O)N1CCc2c(sc(NC(=O)C3CCCN3S(=O)(=O)c3cccs3)c2C#N)C1 (configuration not stated)
38. Cc1ccc(CN2CCSCC2)c(C)c1
39. O=C(NN1C(=O)/C(=C/c2cccs2)SC1=S)c1ccncc1
40. NS(=O)(=O)c1ccc(Sc2ccc3c(c2)CCC3)nc1

compound no.	31	32	33	34	35	36	37	38	39	40
CHX counter	7	-8	-1	4	-1	-3	nt	-5	-2	-4
LmPK inhibitor	4%	10%	4%	2%	4%	-2%	nt	1%	3%	5%
AMA1 RON2 block	16%	-3%	-1%	-4%	-16%	5%	-7%	2%	-8%	-23%
Tb PYK inh	3%&-1%	2%	-7%	-6%	1%	1%	2%	2%	-16%	2%
Shiga inhibitor	-7	-13	8	8	19	2	nt	10	16	-13
Pf growth 96h	-24%	-13%	-6%	-3%	?	17%	-2%	16%	32%[activator]	42%[activator]
Pf growth 48h	?	nt	12%	-3%	9.3µM*	2.3µM*	-2%	18%	?	1%

A different layout for 7 compounds above.
cpd | SMILES | CHX counter | LmPK inhibitor | AMA1 RON2 block | Tb PYK inh | Shiga inhibitor | Pf growth 96h | Pf growth 48h
35 | COc1ccc(-c2csc(NC(=O)c3ccc(OCC(=O)N4CCOCC4)c(OC)c3)n2)cc1OC | -1 | 4% | -16% | 1% | 19 | ? | 9.3µM*
37 | CC(=O)N1CCc2c(sc(NC(=O)C3CCCN3S(=O)(=O)c3cccs3)c2C#N)C1 (configuration not stated) | nt | nt | -7% | 2% | nt | -2% | -2%
40 | NS(=O)(=O)c1ccc(Sc2ccc3c(c2)CCC3)nc1 | -4 | 5% | -23% | 2% | -13 | 42%[activator] | 1%
38 | Cc1ccc(CN2CCSCC2)c(C)c1 | -5 | 1% | 2% | 2% | 10 | 16% | 18%
32 | CCC(=O)Nc1cccc(Oc2nc(C)cc(C)c2C#N)c1 | -8 | 10% | -3% | 2% | -13 | -13% | nt
39 | O=C(NN1C(=O)/C(=C/c2cccs2)SC1=S)c1ccncc1 | -2 | 3% | -8% | -16% | 16 | 32%[activator] | ?
36 | CC(C)C[C@H](NC(=O)NC1CCCc2ccccc21)C(=O)O (some centres not stated) | -3 | -2% | 5% | 1% | 2 | 17% | 2.3µM*

The listing continues:
41. CN(C)c1ccnc2sc3c(NCC(O)CO)ncnc3c12 (configuration not stated)
42. CN(Cc1ccc(C(C)(C)C)cc1)C(=O)c1ccc2c(c1)OCO2
43. O=C(O)c1cccnc1SC1CC(=O)N(c2cccc(C(F)(F)F)c2)C1=O (configuration not stated)
44. Cc1c(S(=O)(=O)N2CCCCC2)c(=O)n(C)c(=O)n1C
45. COc1cc(C)c(NC(=S)NCCCN2CCOCC2)cc1OC
46. COc1ccc(C(=O)OCC(=O)NCC2CCCO2)c(F)c1 (configuration not stated)
47. CC1Oc2ccccc2C=C1/C=N/Nc1ccc(C(=O)O)cc1 (configuration not stated)
48. O=C(CCc1ccccc1)NC(=S)Nc1cccc(C(=O)O)c1
49. Cc1ccc(-n2cnc(N)c2C(=O)c2cccc([N+](=O)[O-])c2)cc1
50. CC1CN(C(=O)c2ccc(CNS(=O)(=O)c3cccc(Cl)c3)cc2)CC(C)O1 (configuration not stated)

compound no.	41	42	43	44	45	46	47	48	49	50
CHX counter	-1	nt	-4	nt	-2	nt	33*	58*	1	2
LmPK inhibitor	-6%	nt	3%	nt	2%	nt	-2%	5%	-5%	2%
AMA1 RON2 block	-4%	-2%	-1%	16%	8%	-5%	-21%	-13%	-16%	-4%
Tb PYK inh	2%	-1%	0%	11%	-7%	1%	-18%	1%	-3%	-2%
Shiga inhibitor	-6	nt	6	nt	-10	nt	70*	103*	-16	-12
Pf growth 96h	57%[activator]	?	3%	-5%	-1%	9%	14%	0%	-5%	13%
Pf growth 48h	26%	?	21%	6%	?	4%	-37%	144%[activator]	50%[activator]	-7%

51. CCSc1ncc(Cl)c(C(=O)N(Cc2ccc(N(C)C)cc2)C2CCS(=O)(=O)C2)n1 (configuration not stated)
52. O=C(COc1ccccc1-c1ccccc1)NN=C1CCCC1
53. O=C(c1cc(-c2cccc(O)c2)on1)N1CCOCC1
54. Cc1c(CCC(=O)N2CCC[C@H]2C(=O)O)c(=O)oc2c(C)c3oc4c(c3cc12)CCCC4
55. CCOc1ccc(C(=O)CSc2nnc3ccccn23)cc1

compound no.	51	52	53	54	55
CHX counter	-4	11	13*	8.5*	34*
LmPK inhibitor	-3%	1%	-28%	1%	?
AMA1 RON2 block	?	67%[activator]	4%	2%	-14%
Tb PYK inh	-12%	6%	-7%	2%	5%
Shiga inhibitor	-12	-8	23*	5	58*
Pf growth 96h	9%	?	-17%	-20%	36%[activator]
Pf growth 48h	10µM*	-17%	153%[activator]	72%[activator]	nt
